TRPC4 inh: inhibitors of mouse TRPC4 channel | AID 2247 | HEK293 TRPC4beta/mu-opioid, DAMGO-evoked Fluo4 calcium flux; hits give low values | Q9QUQ5 | hit rate 0.39% among 300,000 | B-score at 10 µM;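 active = B-score over 3 SD under the library average, no early fluorescence shift, positive overall ratio signal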
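test system = HEK293 cells with stable TRPC4beta plus mu-opioid receptor expression | detection = Fluo4 Ca2+ flux fluorescence | read-out = integrated fluorescence ratio relative to baseline, converted to per-well B score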
TRPC6 act: activates the mouse TRPC6 cation channel; Q61143; HEK293-TRPC6 membrane potential dye fluorescence; hits give high values; B-score at 10 µM; hit rate 0.13% among 310,000;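 active = B-score of the integrated fluorescence ratio above library mean plus 3 SD, and starting fluorescence ratio within library mean plus 5 SD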;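 note: higher score means more depolarization so channel activation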
Target sequence (Q61143 whole entry, looked up): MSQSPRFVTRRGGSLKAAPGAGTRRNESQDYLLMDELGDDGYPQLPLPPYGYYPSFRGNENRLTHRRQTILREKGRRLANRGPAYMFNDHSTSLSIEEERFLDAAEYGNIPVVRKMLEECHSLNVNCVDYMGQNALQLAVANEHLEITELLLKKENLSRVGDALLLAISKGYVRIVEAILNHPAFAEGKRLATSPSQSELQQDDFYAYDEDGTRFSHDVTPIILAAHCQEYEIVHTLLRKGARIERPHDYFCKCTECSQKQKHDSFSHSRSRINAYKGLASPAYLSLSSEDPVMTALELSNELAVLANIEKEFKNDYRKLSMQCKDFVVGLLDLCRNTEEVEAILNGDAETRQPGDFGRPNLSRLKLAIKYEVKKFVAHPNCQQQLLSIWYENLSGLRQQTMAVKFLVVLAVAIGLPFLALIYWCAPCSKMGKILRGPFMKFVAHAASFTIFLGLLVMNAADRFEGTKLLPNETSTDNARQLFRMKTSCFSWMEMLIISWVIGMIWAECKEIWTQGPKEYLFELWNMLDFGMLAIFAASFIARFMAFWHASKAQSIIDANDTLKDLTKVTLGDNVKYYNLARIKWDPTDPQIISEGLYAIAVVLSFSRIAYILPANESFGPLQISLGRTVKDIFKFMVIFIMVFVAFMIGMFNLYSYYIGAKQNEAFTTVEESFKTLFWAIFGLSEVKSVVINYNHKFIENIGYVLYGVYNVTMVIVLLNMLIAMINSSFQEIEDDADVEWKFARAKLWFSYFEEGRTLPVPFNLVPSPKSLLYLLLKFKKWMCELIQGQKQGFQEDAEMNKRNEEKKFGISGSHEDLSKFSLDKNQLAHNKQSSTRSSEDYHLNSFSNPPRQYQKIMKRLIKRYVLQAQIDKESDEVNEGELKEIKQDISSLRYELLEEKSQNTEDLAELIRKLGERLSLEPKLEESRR
ANO1 block: inhibitors of mouse TMEM16A calcium-activated chloride channel; hit rate 1.2% among 310,000; AID 588511; HEK293 TMEM16A/YFP iodide influx fluorescence, ionomycin; normalized B-score (activity score, 25-100; higher = stronger inhibition) at 10 µM;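 active = ratio plate-corrected score three or more library SD toward inhibition, starting fluorescence score within five deviations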;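 note: score derived from kinetic fluorescence span divided by baseline fluorescence per well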
TMEM16A act: activates or potentiates the mouse TMEM16A chloride channel. hit rate 0.3% among 340,000. AID 623877. Q8BHY3. B-score at 10 µM. HEK293 TMEM16A/YFP-H148Q/I152L, iodide quench fluorescence; hits give low values;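 active = fluorescence-ratio B-score plate-corrected deviation score at least 3 library SD below zero, with starting fluorescence score within 5 deviations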;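 note: channel opened by trigger with iodide after compound preincubation; score built on the fluorescence ratio of max minus min over baseline; more negative score means more quench and so TMEM16A activation or potentiation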
TRPC6 inhibitor: mouse TRPC6 channel inhibition; B-score at 10 µM; HEK293-TRPC6, membrane potential dye, ACh-evoked depolarization; hits give low values; AID 2553; Q61143; hit rate 1.1% among 310,000;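 active = B-score under library mean minus 3 SD, initial fluorescence not abnormally high, positive integrated signal ratio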;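 note: B-score derived from integrated fluorescence ratio over the kinetic read; more negative B-score means stronger inhibition of depolarization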
TRPC4 agonist: TRPC4 (mouse) channel activation; Q9QUQ5; HEK293 TRPC4beta/mu-opioid, Fluo4 calcium fluorescence; hits give high values; B-score at 10 µM; hit rate 0.49% among 310,000; AID 2237;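 active = B-score above 5 SD of library B-scores, and initial fluorescence ratio not above library mean plus 5 SD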;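 note: positive B-score marks a calcium rise read as TRPC4 activation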
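Assay system: HEK293 cells stably co-expressing mouse TRPC4beta and mu-opioid receptor / Timing: Fluo4 dye loading 45 min at room temperature, 110 s recording / Signal: Fluo4 calcium-sensitive dye fluorescence, kinetic, 1 Hz baseline / Read-out: integrated baseline-normalised fluorescence ratio, converted to per-well B score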
TRPC4 potent: allosterically enhances the mouse TRPC4 cation channel; HEK293 TRPC4beta/mu-opioid, DAMGO EC20, Fluo-4 Ca2+ flux; hits give high values; B-score at 10 µM; hit rate 0.42% among 310,000; AID 2227;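 active = B-score of calcium response area above 5 SD of library B-scores, with initial fluorescence ratio within 5 SD of library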;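 note: B-score of integrated fluorescence ratio over time as area under calcium response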
SKKanGAS inh: blocks kanamycin growth of S. pyogenes SKKanGAS strain; hit rate 1.3% among 300,000; inhibition, % at 7.5 µM; AID 1662; BacTiter-Glo, 6 h;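 active = mean replicate score, as percent of positive control median, at least 50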;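 note: strain carries kanamycin resistance gene driven by streptokinase promoter and grows in 40 µg/ml kanamycin; loss of luminescence reflects streptokinase promoter inhibition or plain growth inhibition; 0% = median of DMSO wells and 100% = positive control at its reference dose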
MrgX1 allo act: allosterically activates human MrgX1 receptor signaling. Q96LB2. MrgX1-HEK293, Fluo-4 calcium flux, FDSS; hits give high values. B-score at 10 µM. hit rate 0.63% among 310,000. AID 588675;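 active = plate-corrected calcium response at least 3 library SD above typical, normal starting fluorescence, not activating the receptor alone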;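 note: compound read alongside a low EC10 to EC30 dose of BAM8-22 agonist; peak minus trough fluorescence over baseline measured at the second addition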
MrgX1 agonist: agonists of human MrgX1 receptor; Q96LB2; MrgX1-HEK293 cells, Fluo-4 calcium fluorescence, agonist mode; hits give high values; B-score at 10 µM; hit rate 0.44% among 310,000; AID 588627;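 active = calcium response B-score plate-corrected fluorescence ratio at least 3 library SD, with starting fluorescence B-score inside 5 SD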
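System: HEK293 cells stably expressing human MrgX1 receptor; Dosing: test compound in the initial addition of three; Schedule: overnight plating, then 30 min 37 °C plus 30 min room-temperature dye loading; Detection: kinetic calcium dye fluorescence, Fluo-4 NW; Controls: per-plate positive and negative controls for Z′ factor.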
MrgX1 antag: human MrgX1 receptor antagonism, primary screen; B-score at 10 µM; MRGX1-HEK293 calcium flux, Fluo-4, BAM8-22 antagonism; hits give low values; AID 588676; Q96LB2; hit rate 1.3% among 310,000;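 active = calcium-response B-score plate-corrected more than 3 library SD below zero, starting fluorescence within 5 deviations, no agonist response on first addition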;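 note: peak minus trough fluorescence over baseline after final BAM8-22 challenge near maximal dose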
Numbers without * were called inactive; i = inactive; · = not tested or not shown.

Under each structure: TRPC4 inh	TRPC6 act	ANO1 block	TMEM16A act	TRPC6 inhibitor	TRPC4 agonist	TRPC4 potent	SKKanGAS inh	MrgX1 allo act	MrgX1 agonist	MrgX1 antag
1: CCOC(=O)c1cc(C(=O)c2cc(Br)ccc2O)coc1=N
  i	i	i	i	i	i	i	7	i	i	i
2: O=C1CC(c2ccccc2)CC(=O)N1c1ccccc1
  i	i	i	i	i	i	i	9	i	i	i
3: NC(=O)COc1ccccc1
  i	i	i	i	i	i	i	11	i	i	i
4: C=CCOCCN1C(=O)C2C3C=CC(C2C1=O)C1C2C(=O)N(CCOCC=C)C(=O)C2C31 (configuration not stated)
  i	i	i	i	i	i	i	1	i	i	i
5: O=C(NCCOc1ccc(Cl)cc1)c1ccco1
  i	i	i	i	i	i	i	-4	i	i	i
6: Cc1ccc2c(c1)nnn2C1CCN(C(=O)C2CCCCC2)CC1
  i	i	i	i	i	i	i	-22	i	i	i
7: O=C(O)C(Cc1ccccc1)n1cccc1 (configuration not stated)
  i	i	i	i	i	i	i	-1	i	i	i
8: O=C(Cc1ccccc1)NC1c2ccccc2-c2ccccc21
  i	i	i	i	i	i	i	-8	i	i	i
9: CN(c1ccccc1C(=O)Nc1cccc([N+](=O)[O-])c1)S(=O)(=O)c1ccccc1
  i	i	i	i	i	i	i	2	i	i	i
10: CC(=O)Nc1cc(-c2nn(CC(=O)N3CCCCC3)c(=O)c3ccccc23)ccc1N1CCOCC1
  i	i	i	i	i	i	i	5	i	i	i
11: CCN(CC(=O)Nc1ccc2c(c1)OCCO2)C(=O)/C=C/c1ccccc1
  i	i	i	i	i	i	i	-5	i	i	i
12: CCc1cccc(C)c1NC(=S)N(CCN(C)C)C(C)c1ccco1 (configuration not stated)
  i	i	i	i	i	i	i	0	i	i	i
13: CC(C)(C)c1cc(C(=O)NCC(=O)OCC(=O)c2cccc([N+](=O)[O-])c2)cc(C(C)(C)C)c1
  i	i	i	i	i	i	i	7	i	i	i
14: O=C(NC1CCCC1)c1ccc(CSc2nc3ccncc3n2Cc2ccc(F)cc2)cc1
  i	i	i	i	i	i	i	7	i	i	i
15: CCOc1ccccc1N1CCN(C(=O)/C=C/c2cccc([N+](=O)[O-])c2)CC1
  i	i	i	i	i	i	i	2	i	i	i
16: CCC(CC)Nc1ccc(C(CC(N)=O)NC(=O)Cc2ccc(Br)cc2)cc1[N+](=O)[O-] (configuration not stated)
  i	i	i	i	i	i	i	-4	i	i	i
17: COC(=O)c1ccc(N2CCN(C)CC2)c(NC(=O)c2cccs2)c1
  i	i	i	i	i	142*	i	-19	i	i	i
18: COc1ccc(Cn2c(C)nc3ccc([N+](=O)[O-])cc3c2=O)cc1
  i	i	i	i	i	i	i	9	i	i	i
19: CC1(C)CC(C(CC(=O)O)c2ccccc2)CCO1 (configuration not stated)
  i	i	i	i	i	i	i	-2	i	i	i
20: O=C(c1ccc(COc2ccccc2Br)o1)N1N=C(C(F)F)CC1(O)C(F)F (configuration not stated)
  i	i	i	i	i	i	i	-14	i	i	i
21: CCCn1cnnc1CNC(=O)C1CCC(=O)N(CCCc2ccccc2)C1 (configuration not stated)
  i	i	i	i	i	i	i	6	i	i	i
22: COc1ccc(OC)c(/C=N/NC(=O)C(=O)N2CCCCCC2)c1
  i	i	i	i	i	i	i	1	i	i	i
23: COc1ccc(OC)c(C2=NS(=O)(=O)N(C)C(C(=O)Nc3cccc(C(C)=O)c3)=C2)c1
  i	i	i	i	i	i	i	5	i	i	i
24: O=C1NC(=Nc2ccccc2Cl)S/C1=C\c1cccc([N+](=O)[O-])c1O
  i	i	25*	i	-6*	i	i	28	i	i	i
25: CC(=O)c1ccc(NC(=O)c2cc(S(=O)(=O)N3CCOCC3)ccc2C)cc1
  i	i	i	i	i	i	i	-1	i	i	i
26: Cc1ccccc1NC(=S)NCCc1c[nH]c2ccccc12
  i	i	i	i	i	i	i	-13	i	i	i
27: Nc1c(Cl)cc(-c2cn(CCC(=O)O)c(-c3ccncc3)n2)cc1Cl
  ·	·	i	i	·	·	·	·	i	i	i
28: Cc1c(OCC(=O)N[C@@H](CSCc2ccccc2)C(=O)O)ccc2c3c(c(=O)oc12)CCC3
  i	i	·	i	i	i	i	12	·	·	·
29: O=C(c1cccc(COCC(F)(F)C(F)F)c1)N1CCN(c2ccccc2)CC1
  ·	i	i	i	i	i	i	0	i	i	i
30: CCOC(=O)N1CCN(C(=O)CN(CC)S(=O)(=O)c2cc(C)ccc2OC)CC1
  i	i	i	i	i	i	i	12	i	i	i
31: CSCCC(NS(=O)(=O)c1ccc(C)cc1)C(=O)N1CC=C(c2ccccc2)CC1 (configuration not stated)
  i	i	i	i	i	i	i	2	i	i	i
32: O=C(OCc1cc2ccccc2[nH]c1=O)c1ccncc1
  i	i	i	i	i	i	i	-4	i	i	i
33: CCCCOc1cc(CC2CNC(=O)N2)ccc1OC (configuration not stated)
  i	i	i	i	i	i	i	0	i	i	i
34: CCS(=O)(=O)N1CCN(c2c(Cl)cccc2[N+](=O)[O-])CC1
  i	i	i	i	i	i	i	10	i	i	i
35: CCOc1ccc(NC(=O)CSc2nc3[nH]ncc3c(=O)n2-c2ccccc2OC)cc1
  i	i	i	i	i	i	i	0	i	i	i
36: CC(C)CC[n+]1ccccc1/C=C/c1ccc(N(C)C)cc1
  i	i	i	i	-5.8*	66*	i	7	i	i	i
37: O=C(CCCSc1nc2ccccc2[nH]1)N1CCN(c2ccc([N+](=O)[O-])cc2)CC1
  i	i	25*	i	i	i	i	-5	i	i	i
38: C(=C\c1ccc(/C=C/c2ccccc2)nn1)/c1ccccc1
  i	i	i	·	i	i	i	-2	i	i	i
39: COC(=O)C1C(=O)C=C(Nc2ccc(F)cc2)CC1c1ccc(OC)cc1 (configuration not stated)
  i	i	i	i	i	i	i	-3	i	i	i
40: C/C(N)=C(/C#N)C(=O)CSc1ccc2c(c1)OCCO2
  i	i	i	i	i	i	i	2	i	i	i
41: CC1Nc2ncnc(N3CCOCC3)c2N(Cc2ccc(Cl)cc2)C1=O (configuration not stated)
  i	i	i	i	i	i	i	3	i	i	i
42: CCCC1CCC(c2ccc(C(N)=O)cc2)CC1 (configuration not stated)
  ·	i	i	i	i	i	i	2	i	i	i
43: CN(C)CCN(Cc1cccs1)c1ccccn1
  i	i	i	i	i	i	i	13	i	i	i
44: NC(=O)c1ccc(C(F)(F)F)cn1
  i	i	i	i	i	i	i	-5	i	i	i
45: CCOc1ccc(-c2nnn(CC(=O)NCc3ccc(F)cc3)n2)cc1OCC
  i	i	i	i	i	i	i	-7	i	i	i
46: CC1(C)CC(=O)C2=C(C1)N(c1ccccc1)C(=O)CC2c1ccsc1 (configuration not stated)
  i	i	i	i	i	i	i	-3	i	i	i
47: O=C1Nc2ccccc2S/C1=C/Nc1cccc(Cl)c1
  i	i	i	i	i	i	i	76*	i	i	i
48: CCN(CC)CCCn1c(C)cc2c(c1=O)C(c1ccccc1)C(C#N)=C(N)O2 (configuration not stated)
  ·	i	i	i	i	i	i	1	i	i	i
49: O=C(c1ccccc1-c1ccccc1)N1CCCC1
  i	i	i	i	i	i	i	11	i	i	i
50: O=C(OCC(=O)N1CCN(c2ccccc2)CC1)c1ccccc1OC(F)F
  i	i	i	i	i	i	i	1	i	i	i
51: Cc1cccc(C(=O)Nc2ccccc2SCC(=O)Nc2ccc(C)c(Cl)c2)c1
  i	i	i	i	i	i	i	26	i	i	i
52: Cc1cc(C)c(S(=O)(=O)N2CCN(C(=O)N(C)C)CC2)c(C)c1
  i	i	i	i	i	i	i	1	i	i	i
53: Cn1c(=O)[nH]c(=O)c2c1nc(Sc1ncccn1)n2CCCc1ccccc1
  i	i	i	i	i	i	i	8	i	i	i
54: COc1cc(CN2CCC(C(=O)N3CCN(c4ccccc4F)CC3)CC2)cc(OC)c1OC
  i	i	i	i	i	i	i	-2	i	i	i
55: CC(C)OCCCn1c(=NC(=O)c2ccncc2)c(C#N)cc2c(=O)n3ccccc3nc21
  i	i	25*	i	i	i	i	-2	i	i	i
56: COc1cccc(-c2nc(N3CCN(C)CC3)c3ccccc3n2)c1O
  i	i	i	i	-9.9*	i	i	5	i	i	i
57: CCCN(CCC)CC(O)COc1ccc([N+](=O)[O-])cc1 (configuration not stated)
  i	i	i	i	i	i	i	-5	i	i	i
58: O=C(CNC(=O)c1ccc(Br)o1)NCc1ccc(Cl)cc1Cl
  i	i	i	i	i	i	i	-5	i	i	-4.8*
59: Cc1ccc(NC(=O)c2nnn(CC(=O)Nc3ccc4c(c3)OCO4)c2N)cc1C
  i	i	i	i	i	i	i	-5	i	i	i
60: O=C(COC(=O)c1ccccc1[N+](=O)[O-])NCCCc1ccccc1
  i	i	i	i	i	i	i	-5	i	i	i

Next part.
Under each structure: TRPC4 inh	TRPC6 act	ANO1 block	TMEM16A act	TRPC6 inhibitor	TRPC4 agonist	TRPC4 potent	SKKanGAS inh	MrgX1 allo act	MrgX1 agonist	MrgX1 antag
61: Cc1ccc2[nH]c(=O)c(CN(CCCO)C(C)c3nnnn3Cc3ccco3)cc2c1 (configuration not stated)
  i	i	i	i	i	i	i	-11	i	i	i
62: CCN(CC)CCOCCOC(=O)C(CC)(CC)c1ccccc1
  i	i	i	i	i	i	i	-2	i	i	i
63: CCOc1ccc(NC(=O)CN(C)C(=O)CSCc2c(C)noc2C)cc1OCC
  i	i	i	i	i	i	i	-1	i	i	i
64: COc1cccc(/C=C/C(=O)OCC(=O)NCc2ccco2)c1OC
  i	i	i	i	i	i	i	2	i	i	i
65: CC(C(=O)NCc1cccc(Cl)c1)N1C(=O)c2ccccc2C1=O (configuration not stated)
  i	i	i	i	i	i	i	19	i	i	i

Screening results as filed in PubChem BioAssay.
